Bioassay records as filed in PubChem BioAssay.
Yeast eIF2B: modulators of yeast eIF2B activity; S. cerevisiae eIF2B-epsilon R284H, GCN4-lacZ luminescence; inhibition, % at 25 µM (by protocol); 27,000 tested, 0.91% active; AID 688;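 active = mutant luminescence inhibited past about 50% while wild type luminescence and mutant growth stay under set limits, limit read from the data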; also: some compounds called inactive have numbers as strong as hits
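Assay system: yeast eIF2B-epsilon R284H mutant carrying GCN4–beta-galactosidase fusion / Buffer or medium: YPD / Incubation: 16 h growth with compound at 30 °C, 90 min Beta-Glo step / Detection: Beta-Glo luminescence after Z-buffer lysis, growth by 595 nm absorbance / Read-out: % inhibition of reporter signal and growth versus controls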
Yeast growth tox: Compounds toxic to wild-type S. cerevisiae growth. A595 turbidity, 16 h. growth inhibition, % at 25 µM (by protocol). 30,000 tested, 0.3% active. AID 685;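 active = mutant and wild-type yeast strains alike exhibit over 30% growth inhibition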;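 also: 0% = untreated cell controls and 100% = YPD media blanks without cells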
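Test system: Wild-type and eIF2Bepsilon-R284H mutant S. cerevisiae, screened separately | Dosing: Single 25 µM compound dose in 0.2% DMSO | Schedule: 16 h compound exposure during growth at 30 °C | Detection: A595 turbidity | Evaluation: Growth inhibition (%) versus cell controls and blanks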
Yeast growth tox inhibition %: further read-out of Yeast growth tox, marked with its call; growth inhibition, %; S. cerevisiae eIF2Bepsilon-R284H mutant growth, A595 turbidity, 16 h;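 each compound tested once at 25 µM; 0% equals untreated cells and 100% equals cell-free medium blanks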
Yeast eIF2B mutant toxicity: recorded beside Yeast eIF2B, whose call it bears; growth inhibition, %; measured here: mutant yeast growth, toxicity;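 each compound tested once at 25 µM; zero equals untreated control growth and 100 equals blank medium absorbance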
* = called active by the depositor; nt = no result given. A portion of the library (hit frequency here may not be typical).

Compound,Yeast eIF2B,Yeast eIF2B mutant toxicity,Yeast growth tox,Yeast growth tox inhibition %
Cc1ccccc1OCCn1c(=O)sc2ccccc21,nt,nt,6,-19
CC(C)CCC(C)N=Cc1c(O)n(Cc2ccccc2)c(=O)c2ccccc12 (centres undefined),16,6,-7,6
Cc1cc(=O)n2nc(N3CCC(C(=O)NC(C)c4ccccc4)CC3)sc2n1 (centres undefined),16,-5,21,-5
COc1cccc(/C=N/n2c(N)nc3ccccc32)c1OC,20,27,31,27
O=C1c2ccccc2C(=O)N1CCCn1c(=O)oc2ccccc21,8,-10,19,-10
CC(=O)n1nc2nc(C)cc(C)c2c1N,-1,-11,11,-11
CC(C)c1ccc(NC(=O)C2CC(=O)N(C(C)C)C2)cc1 (centres undefined),-18,nt,-17,0
COc1cc(N=c2ssnc2Cl)cc(OC)c1,-18,41,29,41
Cc1ccc(CNC(=O)C2CCC(=O)N2C2CCCCC2)cc1 (centres undefined),5,-7,13,-7
CCc1nnc(NC(=O)c2cccc(C(=O)Nc3nnc(CC)s3)n2)s1,13,nt,5,0
Cc1cc2ccccn2c1C(=O)c1ccc(Cl)cc1,-23,nt,6,0
O=C(Nc1ccc(Cl)c(C(F)(F)F)c1)C1CCCN(S(=O)(=O)c2cnc[nH]2)C1 (centres undefined),4,15,10,15
O=P(O)(CCc1ccncc1)CN1CCCCC1,21,26,17,26
COc1cc(C)nc(N2CCCC(C(=O)Nc3cccc(Cl)c3C)C2)n1 (centres undefined),22,-65,-2,-65
Cc1cccc(NC(=O)CSc2nnc(Cn3cnc4ccccc43)o2)c1,-2,nt,nt,nt
Cc1ccc(Cn2ccc(=O)c(OCc3ccccc3)c2C)cc1,10,13,0,13
CCOC(=O)c1ccc(NCc2ccncc2)cc1,15,-5,3,-5
Cc1ccc(CC23CN4CCN(CC(C4)C2O)C3)c(C)c1 (centres undefined),35,-9,9,-9
O=C(C(c1ccccc1)c1ccccc1)N(Cc1ccco1)C1CCS(=O)(=O)C1 (centres undefined),32,-5,-16,-5
O=C(Nc1ccc(N2CCN(c3ccc(O)cc3)CC2)cc1)Oc1ccccc1,14,-22,0,-22
CCC(c1nnnn1Cc1ccco1)N(CCN1CCOCC1)Cc1cc2cc(C)ccc2[nH]c1=O (centres undefined),-40,12,13,12
CC(C)Cn1c(N)c(C(=O)COC(=O)C2=COCCO2)c(=O)n(C)c1=O,14,14,11,14
CC(C)(Oc1ccc(Cl)cc1)C(=O)NCc1ccco1,22,11,29,11
CC1CC(C)CN(C2CCN(Cc3cccnc3)CC2)C1 (centres undefined),19,22,16,22
COc1ccc(NC(=O)C2CCN(C(=O)c3ccc(OC)cc3)CC2)cc1,14,2,4,2
Cn1c(=O)cc(OCCCC(=O)NC2CCCC2)c2ccccc21,13,nt,10,0
O=C1C(NS(=O)(=O)c2cccs2)=C(N2CCN(c3cccc(C(F)(F)F)c3)CC2)C(=O)c2ccccc21,nt,nt,-4,13
Cc1nn(Cc2ccccc2Cl)c(C)c1NC(=O)c1nc2ncccn2n1,38,15,12,15
Cc1cccc(OC(C)C(=O)N(Cc2cccs2)C2CCS(=O)(=O)C2)c1C (centres undefined),20,-18,-18,-18
O=C(c1ccco1)N1CCN(C(c2ccc(F)cc2)c2nnnn2CC2CCCO2)CC1 (centres undefined),20,nt,8,0
COc1ccc(C2C(C(=O)Nc3ccccc3)=C(C)N=C3SCC(=O)N32)cc1 (centres undefined),13,nt,15,0
Cc1nc2nc[nH]n2c(=O)c1NC(=O)CC12CC3CC(CC(C3)C1)C2,14,-8,-4,-8
O=C(NC1CCCCC1)C1CC(O)CN1C(=O)OCc1ccccc1 (centres undefined),2,nt,-14,0
CC1C/C(=N/O)C(C)CN1 (centres undefined),nt,nt,2,5
CCN(CC)c1ccc(C2C3CCCCC3(O)CCN2CC(=O)Nc2ccccc2)cc1 (centres undefined),nt,nt,8,16
O=[N+]([O-])c1ccc(Cl)cc1Sc1cccc2cccnc12,23,3,-6,3
CC(C)(C)c1cc(C(=O)N2CCN(c3ncccn3)CC2)ccn1,5,-10,-1,-10
O=C(CCNS(=O)(=O)c1cccc2nsnc12)NC1CCCc2ccccc21 (centres undefined),22,-8,1,-8
Cc1cccc(-c2cc3nc(C)cc(NCCCn4ccnc4)n3n2)c1,nt,nt,11,7
COc1cccc(-n2cnc3scc(-c4cccs4)c3c2=O)c1,3,4,11,4
O=C(CSc1nnc(-c2ccco2)n1Cc1ccco1)N1CCOCC1,9,5,-1,5
CC(C)C(=O)N1C2CCC1CC(O)(c1ccc(F)cc1)C2 (centres undefined),2,14,-4,14
CCc1nnc(NC(=O)CSc2nnc(-c3ccco3)n2CC)s1,32,5,-14,5
Cc1ccc(S(=O)(=O)Cn2nnnc2C(c2ccccc2)N2CCN(c3ncccn3)CC2)cc1 (centres undefined),27,nt,-7,0
O=C(CCN1CCc2ccccc2C1)Nc1ccc2c(c1)OCO2,-17,nt,19,0

An excerpt from above in order of molecular weight, rising.
Compound,Yeast eIF2B,Yeast eIF2B mutant toxicity,Yeast growth tox,Yeast growth tox inhibition %
CC1C/C(=N/O)C(C)CN1 (centres undefined),nt,nt,2,5
CC(C)C(=O)N1C2CCC1CC(O)(c1ccc(F)cc1)C2 (centres undefined),2,14,-4,14
O=[N+]([O-])c1ccc(Cl)cc1Sc1cccc2cccnc12,23,3,-6,3
O=C(CCN1CCc2ccccc2C1)Nc1ccc2c(c1)OCO2,-17,nt,19,0
COc1cccc(-n2cnc3scc(-c4cccs4)c3c2=O)c1,3,4,11,4
Cc1nc2nc[nH]n2c(=O)c1NC(=O)CC12CC3CC(CC(C3)C1)C2,14,-8,-4,-8
Cc1cccc(-c2cc3nc(C)cc(NCCCn4ccnc4)n3n2)c1,nt,nt,11,7
CCc1nnc(NC(=O)CSc2nnc(-c3ccco3)n2CC)s1,32,5,-14,5
O=C(CSc1nnc(-c2ccco2)n1Cc1ccco1)N1CCOCC1,9,5,-1,5
O=C(CCNS(=O)(=O)c1cccc2nsnc12)NC1CCCc2ccccc21 (centres undefined),22,-8,1,-8
Cc1ccc(S(=O)(=O)Cn2nnnc2C(c2ccccc2)N2CCN(c3ncccn3)CC2)cc1 (centres undefined),27,nt,-7,0

Following part
Compound,Yeast eIF2B,Yeast eIF2B mutant toxicity,Yeast growth tox,Yeast growth tox inhibition %
O=C1c2cccnc2C(=O)N1C1CCCCC1,24,-9,19,-9
O=C(CC(c1ccco1)C1CCCCC1=O)c1ccccc1 (centres undefined),12,13,14,13
Cc1ccc(N2C(=O)CSC2c2ccc3c(c2)OCO3)cc1 (centres undefined),11,3,12,3
C=CCNc1oc(-c2ccc(OC)cc2)nc1C#N,41,nt,nt,nt
Cc1ccc(C(C(=O)NC2CCCC2)N(C(=O)CCC(=O)Nc2cc(C)on2)c2ccccc2)cc1 (centres undefined),-8,-29,-49,-29
C=C(C)C1CC=C(C)/C(=N/NC(=O)COc2ccc(C)cc2)C1 (centres undefined),13,4,2,4
O=C(O)CCC(=O)Nc1ccc(Cc2ccc(NC(=O)CCC(=O)O)c(O)c2)cc1O,22,6,8,6
CCc1cccc2c(C(=O)Cn3nnc(-c4ccc(OC)c(OC)c4)n3)c[nH]c12,-17,14,4,14
COc1cccc(CNC(=O)Cn2cccc2)c1,17,nt,25,0
O=C(Nc1ccccc1C(=O)N1CCOCC1)c1cccnc1,nt,nt,6,3
COc1ccc(CCNC(=O)C2CCCN(C(=O)N(C)C)C2)c(OC)c1 (centres undefined),30,-10,10,-10
CCN(CC)C(=O)CSc1nnc(-n2nc(C)cc2C)c2ccccc12,26,6,-9,6
Cc1cc(S(=O)(=O)Nc2nc(CN3CCOCC3)nc3sc4c(c23)CCCC4)ccc1F,1,-38,2,-38
CC(=O)NCc1cc(-c2nn(C)c(=O)c3ccccc23)ccc1C,nt,nt,10,24
CCN1CCN(C(c2cccs2)C(C)NC(=O)c2c(F)cccc2F)CC1 (centres undefined),-12,2,-17,2
COc1ccc2oc(=O)c(C(=O)NCc3cccnc3)cc2c1,nt,nt,28,-3
CCCC1(C)SC(NC(C)=O)=NN1C(C)=O (centres undefined),-29,-10,-9,-10
COC(=O)CON1C(=O)c2ccccc2C1=O,18,11,12,11
Cc1cc(N2CCOCC2)n2nc(C)c(-c3ccccc3)c2n1,-28,11,19,11
Cc1ccc(NC(=O)C2CCN(S(=O)(=O)c3c(C)n[nH]c3C)CC2)nc1,19,nt,-7,0
CCOc1ccc(NC(=O)c2ccccc2OC)cc1,1,7,23,7
COC(=O)c1ccc(NC(=O)CN2CCOCC2)cc1,nt,nt,1,0
COc1ccc(-c2nnc(NC(=O)c3ccc(S(=O)(=O)N4CCCc5ccccc54)cc3)o2)cc1,23,-5,15,-5
O=C(Nc1cccc(-c2cn3ccccc3n2)c1)c1cnccn1,-8,-5,-6,-5
Cc1ccccc1C(=O)Nc1ccccn1,38,-33,-9,-33
COc1ccc(-c2ccc(-c3nnn(CC(=O)N4CCOCC4)n3)cc2)cc1,3,-13,-18,-13
CC1CCCN(C(C(=O)Nc2ccc3c(c2)OCCO3)c2ccccc2)C1 (centres undefined),16,-27,-8,-27
CCSC(=Nc1ccccc1)C1=C(O)COC1=O,-26,10,-2,10
Cc1nn(-c2ccccc2)c2c1C1(C(=O)N(C)c3ccccc31)C(C#N)=C(N)O2 (centres undefined),21,-3,6,-3
Cc1nn(Cc2ccccc2)c(Cl)c1C(=O)OCc1nnc(-c2ccc(Cl)cc2)o1,15,-6,-15,-6
c1ccc2c(N3CCCCC3)nc(N3CCCCC3)nc2c1,-8,nt,nt,nt
Cc1ccc(-c2nnn(CC(=O)N3c4ccccc4CCc4ccccc43)n2)cc1,20,-10,-28,-10
CCSc1nnc(NC(=O)C(C(F)(F)F)C(F)(F)F)s1,34,11,11,11
CCc1nc2ccccc2n1CC(=O)N(C(C)CC)C1CCS(=O)(=O)C1 (centres undefined),6,-5,5,-5
COc1ccccc1-c1noc(CCC(=O)Nc2cccc(C)c2)n1,14,-11,5,-11
CC(=O)Nc1coc2ccc(Br)cc12,32,-2,-3,-2
CCOC(=O)c1cccc(NC(=O)CN(c2ccc(C)cc2)S(=O)(=O)c2c(C)n[nH]c2C)c1,-13,7,10,7
Cc1sc2nc(CN(C(=O)c3cccs3)C3CCCC3)[nH]c(=O)c2c1C,17,10,7,10
Cn1c(=O)[nH]c(=O)c2c1nc(Br)n2CCCO,20,-21,5,-21
c1ccc(CNCC2COc3ccccc3O2)cc1 (centres undefined),24,25,5,25
CC(=O)Nc1c(O)nc(SCC(=O)Nc2cccc(C)c2)[nH]c1=O,8,16,25,16
CCOc1cc(C2C(C(=O)O)c3cc(OCC)c(OCC)cc3C(=O)N2C)ccc1O (centres undefined),24,-30,-3,-30
COc1ccc(CC(=O)N2CC(C)CC(C)C2)cc1 (centres undefined),nt,nt,16,4
CC(NC(=O)c1noc2c1CCCC2)c1ccccc1 (centres undefined),14,12,-6,12
CC(=O)Nc1ccccc1OCC(=O)c1ccc2c(c1)OCO2,38,5,-2,5
COc1cccc(NC(=O)CC2COc3ccccc3O2)c1 (centres undefined),20,22,20,22
O=C(NCc1ccco1)C1CCCN(S(=O)(=O)Cc2ccccc2)C1 (centres undefined),nt,nt,12,8
